CD40 NFkB inh: CD40 pathway inhibition in BL2 cells; inhibition, % at 10 µM; actives 0.94% (n = 83,000); BL2 NF-kB luciferase reporter, CD40L-induced, 4 h;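 active = mean inhibition of at least 50% with a set share of replicates also reaching that level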;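 note: 0% = neutral control wells and 100% = IKK inhibitor VII at 50 µM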
The depositor's hits bear a star; [ ] = remark or other dose.

SMILES	CD40 NFkB inh
COC(=O)c1c(NC(=O)c2nc3nc(C)cc(C(F)F)n3n2)sc2c1CCC2	-1.4
Cc1ccsc1/C=N\NC(=O)Cn1nnc2ccccc21	-20.2
CO[C@H](CN(C)S(=O)(=O)c1ccc(Cl)cc1)[C@H](C)CN(Cc1ccccc1Cl)[C@H](C)CO	9.5
COc1cccc(-c2nc3ccc(C(=O)N4CCCC(O)C4)cc3o2)c1 (stereo not drawn)	-35.0
COC(=O)c1cc2c(-c3ccccc3)cc3ccccn3c-2c1C(=O)OC	3.8
O=C1NC(=S)NC1Cc1ccc(O)cc1 (stereo not drawn)	8.4
CC(C)(C)c1ccc(C(=O)N2CCN(c3ccc(N4CCOCC4)nn3)CC2)cc1	-3.5
COc1cccc(CC(=O)OC(C)C(=O)Nc2ncc(Cl)cc2Cl)c1 (stereo not drawn)	3.5
COc1ccccc1-c1nnc(SCC(=O)c2c(N)n(C3CC3)c(=O)[nH]c2=O)n1C	5.4
N#C[C@@H]1[C@@H](c2ccc(C#CC3CCCCC3)cc2)[C@H](CO)N1S(=O)(=O)c1ccccc1	2.2
CSc1ccccc1NC(=O)CN(C)C(=O)/C=C/c1ccccc1	1.1
O=C(C[C@H]1C[C@H]2c3cc(NC(=O)c4ccc5c(c4)OCO5)ccc3O[C@H]2[C@H](CO)O1)NC1CCCC1	-25.7
COc1ccccc1NC(=O)Cn1cnc2c(oc3ccccc32)c1=O	-19.1
O=C(O)Cn1cnc2ccccc2c1=O	4.3
COc1cccc(-c2ccc3c(c2)[C@@H]2[C@@H](CCN2C(=O)C2CC2)[C@H](CO)N3)c1	1.1
CN1CCN(C(=O)c2nc3ccc(Cl)cc3[nH]2)CC1	-3.3[25 µM]
CC(C)(O)C#Cc1ccc([C@@H]2[C@H](CO)N3CCCCN(C(=O)c4ccncc4)C[C@@H]23)cc1	-5.2[25 µM]
COc1cccc(/C=C2\SC(=S)N(CCCC(=O)N3CCOCC3)C2=O)c1	-46.4
CN1C(=O)c2cc(NS(C)(=O)=O)ccc2OC[C@H]2O[C@H](CC(=O)NCc3ccccc3)CC[C@@H]21	-13.2[25 µM]
CCC(C)[C@H](NC(=O)NCc1cccs1)C(=O)OC (stereo partly drawn)	19.2
FC(F)(F)c1ccccc1CN1[C@@H]2CNC[C@H]1C2c1ccc(-c2ccncc2)cc1 (stereo partly drawn)	3.3[25 µM]
Cc1c(NC(=O)COC(=O)c2ccc(O)cc2)c(=O)n(-c2ccccc2)n1C	2.9
C=CCN(c1ccccc1)S(=O)(=O)c1cccc(C(=O)Nc2cccc(C)n2)c1	-9.4
O=C(C=Cc1ccccc1)N1CCCCC1	-37.6
Cc1ccc(C2(c3ccc(C)cc3)NC(=O)N(Cc3c(C)noc3C)C2=O)cc1	-2.7
COC(=O)c1sccc1NC(=O)CCC1CCCC1	-6.4
O=C(CN(Cc1ccccc1)S(=O)(=O)c1ccccc1)N1CCOCC1	8.2
Cc1noc(C)c1NC(=O)N[C@@H]1C=C[C@H](CC(=O)Nc2ccc(-c3ccccc3)cc2)O[C@@H]1CO	-9.1[25 µM]
COc1ccc(S(=O)(=O)Nc2ccc3c(c2)CC(=O)N([C@H](C)CO)C[C@@H](C)[C@H](CN(C)C(=O)Nc2c(C)noc2C)O3)cc1	4.1[25 µM]
CCCC(=O)N1CCC1(C)C(=O)NS(=O)(=O)c1ccc(C(C)(C)C)cc1 (stereo not drawn)	2.7
CC(Oc1ccccc1)c1ccnc2nc(N3CCOCC3)nn12 (stereo not drawn)	-2.5
CCCNC(=O)c1cccc(Br)c1	12.4
O=C1N(Cc2cccnc2)C[C@@H]2C[C@@H](c3cccc(Oc4ccccc4)c3)N3CCC[C@@]123	10.6
N#C[C@H]1[C@H](c2ccccc2)[C@@H](CO)N1C(=O)Nc1cccc(F)c1	-9.5[25 µM]
CC(C)NC(=O)Nc1ccc2c(c1)C(=O)N(C)[C@H]1CC[C@H](CC(=O)NCc3ccc(F)cc3)O[C@H]1CO2	-23.1[25 µM]
COc1cccc(C#Cc2ccc([C@H]3[C@H]4CN(C(=O)Cc5cccnc5)CC(=O)N4[C@H]3CO)cc2)c1	2.4[25 µM]
O=Cc1cnc(N2CCN(Cc3ccccc3)CC2)s1	11.2
CC(=O)Nc1ccc(NC(=O)COC(=O)c2ccccc2SCC(=O)N2CCCC2)cc1	-6.0
c1cc(-c2ccncc2)ccn1	19.0
COc1cc(Cl)c(C)cc1NC(=O)c1ccc(S(C)(=O)=O)cc1	-5.0
CC1(C(=O)NS(=O)(=O)c2cccc(OC(F)F)c2)CCN1C(=O)c1ccco1 (stereo not drawn)	6.0
CC1(C(=O)O)CCC(C(=O)N2CCOCC2)C1(C)C (stereo not drawn)	4.5
Cc1cc(C)n2nc(C(=O)OCC(=O)N(C)C3CCCCC3)nc2n1	24.7
O=c1[nH]cnc2c1ncn2-c1ccc(Cl)cc1	5.9
CCOCCCn1c(SCC(=O)Nc2oc(C)c3c(C)n[nH]c(=O)c23)nc2ccccc2c1=O	14.0
CCCC(=O)Nc1ccc2c(c1)C(=O)N(C)[C@H]1CC[C@@H](CC(=O)NCc3cccc(F)c3)O[C@@H]1CO2	-6.9[25 µM]
Cn1c(N)c(C(=O)COC(=O)/C=C/c2ccc(Cl)c(Cl)c2)c(=O)n(C)c1=O	4.4
COc1cccc(N2CC(C(=O)N3CCC4(CC3)CC(=O)c3ccccc3O4)CC2=O)c1 (stereo not drawn)	4.2
C/C=C/c1ccc([C@@H]2[C@@H](CO)N(C(=O)CC)[C@H]2CN(C)S(C)(=O)=O)cc1	-6.5[25 µM]
O=[N+]([O-])c1cc(Cl)c(O)c2ncccc12	1.3

(continued)
SMILES	CD40 NFkB inh
COC(=O)c1cnc2c(c(C)nn2C)c1OC	13.0
O=C(CCCN1C(=O)c2cccc3cccc(c23)C1=O)NCc1ccco1	21.4
O=C(NCc1ccccc1Cl)[C@@H]1CCCN1S(=O)(=O)c1ccc(Cl)cc1	2.2
CCc1ccccc1S(=O)(=O)Cc1ccc(C(=O)NCC2CCCO2)o1 (stereo not drawn)	3.4
CO[C@H]1CN(C)C(=O)c2ccc(NC(=O)c3cc(C)on3)cc2OC[C@@H](C)NC[C@@H]1C	2.6[25 µM]
COCCOC(=O)c1c(C)n(C)c2ccc(OC(=O)N3CCOCC3)cc12	1.9
Cn1cccc1/C=N/NC(=O)c1sc2ccccc2c1Cl	-81.3
CC(=O)Nc1cccc2cc(O)ccc12	9.6
C[C@H](NC(=O)C[C@@H]1C[C@@H]2c3cc(NC(=O)Nc4ccc(C(F)(F)F)cc4)ccc3O[C@@H]2[C@H](CO)O1)c1ccccc1	18.7[25 µM]
CC(=O)N1CCc2cc(S(=O)(=O)C(C)CC(=O)NCc3ccco3)ccc21 (stereo not drawn)	-0.6
COC(=O)CCC(=O)Nc1nnc(C(F)(F)F)s1	-2.4
O=C(Nc1ccc(-c2ccccc2)cc1)c1ccco1	11.1
CC1(C)Cc2ccccc2C(=NCCCCCC(=O)O)N1	6.5
COC(=O)C1=C(C)N(Cc2cccnc2)C(=O)/C1=C\c1sccc1C	0.5
COc1ccc(C(=O)N2CCC(N3CCN(c4ccccc4)CC3)CC2)cc1	3.2
O=C(C[C@@H]1C[C@H]2c3cc(NC(=O)C4CCOCC4)ccc3O[C@H]2[C@H](CO)O1)NCCN1CCCCC1	-7.0[25 µM]
COc1ccccc1-c1ccc2n(c1=O)C[C@H]1[C@H](CO)[C@@H](C(=O)N3CCOCC3)[C@@H]2N1CC1CC1	-7.0[25 µM]
CN1CCN(c2ccccc2NC(=O)c2ccc(-c3cccc([N+](=O)[O-])c3)o2)CC1	-10.7
O=C1C2CCCCN2C(=O)N1CCCN1CCN(c2ccc(F)cc2)CC1 (stereo not drawn)	-0.8
CC(C)NC(=O)NC(=O)COC(=O)c1ccc(F)cc1F	8.6
CCn1c(SCC(=O)N2CCCCC2)nc2c([nH]c3ccccc32)c1=O	0.7
Cc1nnc(NC(=O)c2ccc(S(=O)(=O)N(C)c3ccccc3)cc2)s1	1.8
CC(Sc1cccc[n+]1[O-])C(=O)Nc1ccc(Oc2ccccc2)cc1 (stereo not drawn)	4.1
CCCCNCCCCOc1ccccc1	9.8
O=C(c1ccco1)N1CCN(CCCCOc2cccc3ccccc23)CC1	5.7
CN1c2ccc(Br)cc2[C@H]2[C@H](CCN2S(=O)(=O)c2ccccc2F)[C@@H]1CO	22.1[25 µM]
Cc1cc(C(=O)Nc2ccc3c(c2)C(=O)N(C)[C@@H]2CC[C@@H](CC(=O)NCc4ccc(-c5ccccc5)cc4)O[C@@H]2CO3)no1	-1.2[25 µM]
CCN(CC)S(=O)(=O)c1ccc2[nH]c(=O)cc(C(=O)NCC3CCCO3)c2c1 (stereo not drawn)	3.6
C[C@@H]1CCCCO[C@@H](CN(C)C(=O)Nc2ccccc2)[C@@H](C)CN([C@@H](C)CO)C(=O)c2cc(NC(=O)Nc3ccccc3)ccc2O1	15.5[25 µM]
C[C@H](CO)N1C[C@H](C)[C@@H](CN(C)S(=O)(=O)c2cccc(C#N)c2)OCc2ccccc2-c2ccccc2C1=O	-1.8[25 µM]

An excerpt of these results, with each value named.
> CN1c2ccc(Br)cc2[C@H]2[C@H](CCN2S(=O)(=O)c2ccccc2F)[C@@H]1CO
  CD40 NFkB inh = 22.1[25 µM]
> Cc1cc(C(=O)Nc2ccc3c(c2)C(=O)N(C)[C@@H]2CC[C@@H](CC(=O)NCc4ccc(-c5ccccc5)cc4)O[C@@H]2CO3)no1
  CD40 NFkB inh = -1.2[25 µM]
> CCN(CC)S(=O)(=O)c1ccc2[nH]c(=O)cc(C(=O)NCC3CCCO3)c2c1 (stereo not drawn)
  CD40 NFkB inh = 3.6
> C[C@@H]1CCCCO[C@@H](CN(C)C(=O)Nc2ccccc2)[C@@H](C)CN([C@@H](C)CO)C(=O)c2cc(NC(=O)Nc3ccccc3)ccc2O1
  CD40 NFkB inh = 15.5[25 µM]

More records:
SMILES	CD40 NFkB inh
CC(C)CC(=O)Nc1ccc(C(=O)CN2C(=O)NC3(CCOc4ccccc43)C2=O)cc1 (stereo not drawn)	4.7
CCCNC(=O)N1CC2(CCN(C(=O)C3CCOCC3)CC2)c2c([nH]c3cc(OC)ccc23)[C@@H]1CO	-4.6[25 µM]
O=C(CSc1nc2ccccc2c(=O)n1-c1ccccc1F)NC1CCS(=O)(=O)C1 (stereo not drawn)	-12.9
Cc1cc(-c2cccnc2)c(C#N)c(SCC#N)n1	3.8
O=C(NCC[C@@H]1CC[C@H](NS(=O)(=O)c2ccc(F)cc2)[C@H](CO)O1)Nc1ccc(Cl)cc1	-14.5
CCCNC(=O)N1C[C@@H](O)COC[C@@H]2O[C@H](CC(=O)OC)CC[C@H]21	4.2[25 µM]
Cc1ccc(OCC(=O)Nc2ccc3c4c(cccc24)CC3)c(C)c1	3.6
NCC1CCN(c2nc3ccccc3c3c2CCCC3)CC1	-7.7
CN1C(=O)c2cc(NC(=O)C3CCCCC3)ccc2OC[C@H]2O[C@H](CC(=O)NC3CCCC3)CC[C@H]21	7.6
Cn1c(CN2CCOCC2)nc2cc(NC(=O)COc3ccccc3)ccc21	-3.7
C[C@@H]1CN([C@H](C)CO)C(=O)CCCn2cc(nn2)CO[C@H]1CN(C)S(=O)(=O)c1ccc2c(c1)OCCCO2	-4.3[25 µM]
CC(=O)c1c(C)[nH]c2ccccc2c1=O	1.8
O=C(O)CCC(=O)Nc1ccc(F)cc1	11.4
CC(C)CN(C)Cc1c(C(=O)N2CCc3ccccc3C2)nc2ccc(Cl)cn12	18.1
COC(=O)c1ccc(NC(=O)C23CCC(C)(C(=O)O2)C3(C)C)cc1 (stereo not drawn)	-33.4
O=C(OCc1cccs1)c1ccccc1NS(=O)(=O)c1ccc2c(c1)OCCO2	10.9
O=C(NCCn1cc(SCc2ccccc2)c2ccccc21)c1ccccc1F	-44.2
Cc1ccc(S(=O)(=O)N2CCC(C(=O)Nc3ccc(S(=O)(=O)N4CCCC4)cc3)CC2)cc1	5.3
NCC[C@@H]1CC[C@@H](NC(=O)Cc2ccncc2)[C@H](CO)O1	-3.3[25 µM]
COCC#Cc1cnc2c(c1)C(=O)N([C@H](C)CO)C[C@H](C)[C@H](CN(C)C(=O)Cc1ccccc1)O2	-1.8[25 µM]

Molecules from the list above containing bromine, in the order listed:
SMILES	CD40 NFkB inh
CCCNC(=O)c1cccc(Br)c1	12.4
CN1c2ccc(Br)cc2[C@H]2[C@H](CCN2S(=O)(=O)c2ccccc2F)[C@@H]1CO	22.1[25 µM]

The list continues.
SMILES	CD40 NFkB inh
O=S(=O)(c1cccc(-c2csc(-c3cccnc3)n2)c1)N1CCOCC1	11.4
CCOc1ccc(NC(=O)CSc2nc3[nH]ncc3c(=O)[nH]2)cc1	4.9
O=C(Cc1ccccc1)c1ccccn1	6.5
O=C1CN(C(=O)c2ccc(Cl)nc2)c2ccccc2N1	9.3
COc1ccc(OC2CCN(S(=O)(=O)c3ccccc3)CC2)cc1	5.7
CN1CCCC(OC(=O)c2ccc3c(c2)OCCO3)C1 (stereo not drawn)	-33.1
CC(C)CN(C(=O)c1ccc2c(c1)OCCO2)c1c(N)n(Cc2ccccc2)c(=O)[nH]c1=O	6.0
O=C(N/N=C/c1ccc(-c2ccccc2[N+](=O)[O-])o1)[C@H]1C[C@@H]1c1ccccc1	-22.2
O=C(C[C@@H]1C[C@@H]2c3cc(NS(=O)(=O)c4ccc(F)cc4)ccc3O[C@@H]2[C@H](CO)O1)NCCN1CCCCC1	-2.7[25 µM]
CCOC(=O)C1=C(C)NC(C)=C(C(=O)OCC)C1C(=O)OCC(=O)NCCc1ccc(S(N)(=O)=O)cc1	-8.1
CC1CN(c2ccc(Cl)nn2)CC(C)O1 (stereo not drawn)	-1.7

An excerpt from above in order of length of the SMILES, low to high:
SMILES	CD40 NFkB inh
CN1CCN(C(=O)c2nc3ccc(Cl)cc3[nH]2)CC1	-3.3[25 µM]
Cc1ccc(OCC(=O)Nc2ccc3c4c(cccc24)CC3)c(C)c1	3.6
CCOc1ccc(NC(=O)CSc2nc3[nH]ncc3c(=O)[nH]2)cc1	4.9
O=C(NCc1ccccc1Cl)[C@@H]1CCCN1S(=O)(=O)c1ccc(Cl)cc1	2.2

Assay outcomes from PubChem.

Not all compounds are listed; rates above refer to the full screens.
